# MITF inh = human MITF inhibition, primary screen. O75030. AlphaScreen MITF homodimerization, bead proximity signal. inhibition, % at 2.6 µM. hit rate 0.91% among 650,000; in the data active = inhibition above about 50%;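 note: 0% = vehicle wells with protein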
# TEAD-YAP block = TEAD-YAP interaction inhibition; inhibition, % at 9.12 µM; HEK-TIYL cells, TEAD-Gal4/YAP UAS-luciferase luminescence; hit rate 1.4% among 640,000; in the data active = inhibition above about 32%;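 note: 0% = median of test compound wells and 100% = reference inhibitor wells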
# FBW7 activator = activators of human E3 ligase FBW7; Q969H0; AID 1259310; normalized activity (activation), % at 26.1 µM; AlphaScreen FBW7–phospho-cyclin E peptide binding, activator screen; hit rate 0.13% among 650,000; in the data active = normalized activity above about 1.9%;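 note: purified mutant Fbw7 with reduced substrate affinity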
# Target sequence (Q969H0 whole entry, looked up): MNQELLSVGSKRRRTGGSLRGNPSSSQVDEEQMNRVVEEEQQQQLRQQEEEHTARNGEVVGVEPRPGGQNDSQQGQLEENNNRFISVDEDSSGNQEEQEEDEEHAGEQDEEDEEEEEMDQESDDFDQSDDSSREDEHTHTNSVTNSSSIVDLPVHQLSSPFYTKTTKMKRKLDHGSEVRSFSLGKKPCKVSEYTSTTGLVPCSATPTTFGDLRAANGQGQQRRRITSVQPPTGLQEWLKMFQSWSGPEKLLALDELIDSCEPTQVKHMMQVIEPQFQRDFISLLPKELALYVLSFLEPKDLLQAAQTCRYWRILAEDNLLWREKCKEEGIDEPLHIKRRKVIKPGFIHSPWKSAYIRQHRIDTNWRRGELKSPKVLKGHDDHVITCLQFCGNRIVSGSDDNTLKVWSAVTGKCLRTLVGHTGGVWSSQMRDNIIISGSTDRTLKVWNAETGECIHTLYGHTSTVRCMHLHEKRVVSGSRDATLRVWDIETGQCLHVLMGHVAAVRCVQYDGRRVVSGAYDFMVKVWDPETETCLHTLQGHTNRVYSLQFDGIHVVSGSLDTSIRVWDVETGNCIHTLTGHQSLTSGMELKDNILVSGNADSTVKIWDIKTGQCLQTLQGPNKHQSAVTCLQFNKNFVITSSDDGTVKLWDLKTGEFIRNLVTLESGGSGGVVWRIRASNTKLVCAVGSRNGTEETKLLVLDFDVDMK
# GPR151 ag = human GPR151 activation; AID 1508602; PathHunter beta-arrestin GPR151 cells, luminescence; Q8TDV0; hit rate 1% among 650,000; activation, % at 11.2 µM; in the data active = activation above about 4.9%;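 note: 0% = median of compound wells and 100% = cells with positive control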
# Target sequence (Q8TDV0 whole entry, looked up): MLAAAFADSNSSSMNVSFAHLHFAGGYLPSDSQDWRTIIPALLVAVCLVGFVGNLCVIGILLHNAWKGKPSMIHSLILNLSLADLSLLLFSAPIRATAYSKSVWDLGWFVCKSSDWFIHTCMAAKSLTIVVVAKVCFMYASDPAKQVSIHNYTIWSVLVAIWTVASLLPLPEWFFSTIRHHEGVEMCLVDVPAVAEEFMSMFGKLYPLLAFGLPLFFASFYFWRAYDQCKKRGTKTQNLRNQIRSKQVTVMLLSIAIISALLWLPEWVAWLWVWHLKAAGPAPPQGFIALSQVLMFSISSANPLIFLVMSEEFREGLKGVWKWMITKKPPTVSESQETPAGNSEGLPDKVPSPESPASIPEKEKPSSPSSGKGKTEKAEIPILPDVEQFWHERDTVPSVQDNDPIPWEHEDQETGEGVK
# An asterisk follows results filed as active; · = not tested or not shown.
SMILES,MITF inh,TEAD-YAP block,FBW7 activator,GPR151 ag
c1ccc(CCc2nn3c(Cn4cnc5ccccc54)nnc3s2)cc1,12.0,2.2,0.0,0.6
COc1ccc(CCNC(=O)c2ccc3c(=O)n(Cc4ccc5c(c4)OCO5)c(=S)[nH]c3c2)cc1OC,-2.1,-2.6,0.3,1.9
CC1CN(CCNC(=O)Cc2ccc(N3CCNC3=O)cc2)Cc2ccccc2O1 (stereo not drawn),-5.8,-2.3,-0.3,3.0
O=C(Nc1c2c(nn1-c1ccc(Cl)cc1)CSC2)c1ccc(S(=O)(=O)N2CCCCC2)cc1,2.5,4.4,0.0,-0.3
Cc1ccc2c(c1)CN(CCC(=O)NCc1ccc3nsnc3c1)CC(C)O2 (stereo not drawn),15.2,-5.3,0.1,2.6
O=C1OC(c2ccccc2)=N/C1=C/c1ccc(-c2cc(Cl)ccc2Cl)o1,-5.7,5.8,0.1,1.8
O=C(NCc1ccccc1)c1cnc(N2CCCC2CO)s1 (stereo not drawn),-0.8,12.3,0.0,-1.0
CCCCNC(=O)CSc1nc(NCCc2ccc(OC)c(OC)c2)c2ccccc2n1,6.8,3.8,-0.1,-0.4
Cc1cc(OCC(=O)Nc2nc(-c3ccccc3)cs2)ccc1Cl,42.9,0.1,-0.2,0.0
Cn1c(C(=O)O)c(CNCc2cccc(Cl)c2)c2ccccc21,0.6,5.2,-0.3,0.1
O=c1[nH]c(N2CCCCC2)nc2c1CCN(Cc1ccc3nccnc3c1)C2,15.8,-7.0,1.3,1.0
O=C(NC(=S)Nc1ccccc1[N+](=O)[O-])c1ccccc1Cl,-1.8,-45.9,-0.1,-0.2
CCn1c(C)c2c([n+]1CC)CC(C)(C)CC2=O,9.4,-30.4,0.1,0.1
CCOC(=O)c1ccccc1NC(=O)COc1ccccc1C,-20.0,-2.6,0.0,-0.7
COCCN(C(C)=O)C1CCN(Cc2ccc(C(=O)OC)cc2)CC1,10.3,-0.5,-0.1,-0.3
CN1C(=O)NC2(C)N(C)C(=O)NC12C (stereo not drawn),0.3,10.8,0.0,0.7
Cc1nc(-n2cccc2)sc1C(=O)N1CCN(c2ccccc2)CC1,16.9,8.3,0.3,1.1
COc1ccc(CC(=O)Nc2sc3c(c2C(=O)Nc2ccccc2C)CCCC3)cc1,-4.1,-7.9,0.0,0.4
COC(=O)C1=CN(C)C=C(C(=O)OC)C1c1ccc(O)cc1,-2.0,8.9,0.0,0.0
O=C1CC(c2ccccc2)Sc2nc(C34CC5CC(CC(C5)C3)C4)nn21 (stereo not drawn),3.4,-0.5,0.1,2.8
O=C(NCCN1CCOCC1)c1cccc(-n2ccc3cc(Nc4ccccc4Cl)ccc32)c1,-17.1,0.7,0.0,0.1
Cc1ncc2c(c1CNS(=O)(=O)c1cccs1)CCN(C(=O)CC1CCCC1)C2,-2.5,-7.5,-0.4,0.4
Cc1csc2nc(CNS(=O)(=O)c3ccc(-c4ccccc4)cc3)cn12,-6.7,-5.4,0.1,-0.8
COC(=O)C1=C(C)Nc2nnnn2C1c1ccc(Br)cc1 (stereo not drawn),-3.3,-7.7,0.1,1.1
Cc1sc2nc(Cc3ccccc3)nc(Nc3cccc(Cl)c3C)c2c1C,3.1,-4.7,-0.2,-0.7

# 6 records picked at random from those above:
SMILES,MITF inh,TEAD-YAP block,FBW7 activator,GPR151 ag
O=C1CC(c2ccccc2)Sc2nc(C34CC5CC(CC(C5)C3)C4)nn21 (stereo not drawn),3.4,-0.5,0.1,2.8
Cc1sc2nc(Cc3ccccc3)nc(Nc3cccc(Cl)c3C)c2c1C,3.1,-4.7,-0.2,-0.7
Cc1ccc2c(c1)CN(CCC(=O)NCc1ccc3nsnc3c1)CC(C)O2 (stereo not drawn),15.2,-5.3,0.1,2.6
CN1C(=O)NC2(C)N(C)C(=O)NC12C (stereo not drawn),0.3,10.8,0.0,0.7
O=C(NC(=S)Nc1ccccc1[N+](=O)[O-])c1ccccc1Cl,-1.8,-45.9,-0.1,-0.2
Cc1cc(OCC(=O)Nc2nc(-c3ccccc3)cs2)ccc1Cl,42.9,0.1,-0.2,0.0

# Next structures:
SMILES,MITF inh,TEAD-YAP block,FBW7 activator,GPR151 ag
COc1ccc(Cl)cc1-n1c(SCc2cccc(F)c2)nc2[nH]ncc2c1=O,12.6,-8.8,0.2,0.0
Cn1ccc(C(=O)Nc2nnc(-c3ccccc3Cl)o2)n1,47.9,-39.8,-0.9,-1.6
C=CCn1c(SCCC(=O)Nc2ccc(S(N)(=O)=O)cc2)nc2sc3c(c2c1=O)CCCC3,19.5,4.6,0.1,-0.8
CCCCNC(=O)c1cc2c(=O)n3cccc(C)c3nc2n1C,-11.0,-6.1,-0.2,-1.2
Cc1cc(Br)ccc1OCCN1CCN(C)CC1,42.7,-11.3,0.0,1.2
Cc1ccc(C(=O)NC(C)C2CC3CCC2C3)s1 (stereo not drawn),0.9,1.2,0.0,-0.1
CS(=O)(=O)c1ccc2nc(NC(=O)COc3ccc(Cl)cc3)sc2c1,-10.1,-1.3,0.0,0.5
COc1ccc(OC)c(NC(=O)CSc2nc3ccsc3c(=O)n2Cc2ccccc2F)c1,-2.1,-7.1,0.1,-0.2
CC(=O)Oc1ccc(C(=O)O/N=C(\N)c2ccccc2)cc1,11.8,-9.6,0.1,-8.2
CN(C)S(=O)(=O)c1ccc(C(=O)OCc2cc(=O)oc3ccc4ccccc4c23)cc1,4.5,-1.8,0.0,-1.2
COc1cc(OC)cc(-c2n[nH]c(=S)n2-c2ccc3c(c2)OCO3)c1,-3.6,-2.7,0.2,1.5
Cc1ccc(C)c(N2CCN(c3ncnc4c3c(-c3ccccc3)cn4-c3ccc(Br)cc3)CC2)c1,1.5,2.6,0.5,-1.3
COc1ccc(C2(NC(C)=O)CCN(C(=O)C(C)(C)C)CC2)cc1,-4.7,-13.7,-0.3,3.0
CC(C)(C)NCCCOc1ccccc1Cl,8.2,8.9,0.7,-0.9
Cc1ccc2cc(NC(=O)Cn3c(-c4nonc4N)nc4ccccc43)ccc2n1,1.8,3.9,0.2,1.3
CCCNc1nc(Nc2nccc3ccccc23)nc2c1ncn2C(C)C,18.7,3.9,0.3,-1.1
O=C(O)CCCN1C(=O)NC2(CCCC2)C1=O,-1.4,1.1,0.0,-0.9
CC(=O)Oc1ccc(/C(C)=N/NC(=O)c2cccnc2)cc1,23.6,-7.4,0.1,-0.3
Cc1ccc(NC(=O)Cn2cc(-c3ccccc3)c(N3CCOCC3)n2)cc1C,10.7,5.8,0.0,-0.5
CSc1nn(CCc2ccncc2)c(=S)s1,13.9,-1.2,1.4,-0.2
CC(C)CNC(=O)c1ccc(N2CC3CC(C2)c2cccc(=O)n2C3)c(NC(=O)c2ccc(F)cc2)c1 (stereo not drawn),-5.0,-1.1,-0.1,3.0
N#CCSc1nc2ccccc2c(=O)n1Cc1ccccc1,-5.9,-6.5,0.0,0.9
CC(=O)N1CCC(N(C(=O)c2ccc(C(F)(F)F)nc2)C2CC2)CC1,-1.8,-3.9,0.0,-1.5
O=C(O)CCCn1c(O)c(C2=c3ccccc3=NC2=O)sc1=S,7.9,5.1,0.0,0.0
CCOc1ccc(S(=O)(=O)Nc2cc(Br)c3oc4c(c3c2)C(=O)CCC4)cc1,-7.5,-6.2,-0.2,-1.2

# Whole records, quoted from the list:
# CN(C)S(=O)(=O)c1ccc(C(=O)OCc2cc(=O)oc3ccc4ccccc4c23)cc1 as listed: MITF inh = 4.5; TEAD-YAP block = -1.8; FBW7 activator = 0.0; GPR151 ag = -1.2
# CC(C)(C)NCCCOc1ccccc1Cl as listed: MITF inh = 8.2; TEAD-YAP block = 8.9; FBW7 activator = 0.7; GPR151 ag = -0.9

# More entries follow:
SMILES,MITF inh,TEAD-YAP block,FBW7 activator,GPR151 ag
Cc1ccc(C)c(-c2csc(N3N=C(c4cccs4)CC3c3ccc(F)cc3)n2)c1 (stereo not drawn),3.5,-5.7,1.0,-0.9
O=C(Nc1nnc(C(F)(F)F)s1)c1cccs1,-1.4,-23.3,0.1,-6.4
CC(C)n1c(Nc2ccc3ncccc3c2)nc2c(NCc3ccccc3)ncnc21,-4.7,-40.9,0.1,-1.6
O=c1[nH]c(N2CCN(Cc3ccccc3)CC2)nc2c1CCC2,5.1,5.2,-0.1,-0.6
CCOC(=O)c1cccc(NC(=O)CCC2CCCCC2)c1,12.1,-9.2,2.1*,-1.4
CC(C)N1CCN(C/C=C/c2ccco2)CC1CCO (stereo not drawn),-7.6,-0.8,0.6,1.7
N#Cc1ccc(-c2ccc(OC3CCNCC3)cc2)cc1,18.2,-41.6,0.2,0.0
Cc1ccc(NC(=O)CN(C)S(=O)(=O)c2ccc3c(c2)C(C)(C)C(=O)N3C)cc1F,-14.2,-1.6,0.1,-0.1
CCCOc1ccc(/C=C2\C(=O)N(c3ccc(C(=O)OC(C)C)cc3)N=C2C)cc1OC,-9.4,-0.6,0.1,0.7
CCCN(CCC)CCCNS(=O)(=O)c1ccc2c(c1)CCN2C(=O)CC,10.1,1.9,0.1,-0.3
COc1ccc(NC(=O)c2ccccc2C(=O)c2ccc(Cl)c([N+](=O)[O-])c2)cc1Cl,-11.1,2.2,0.1,0.1
O=C(CCC(=O)OCC(F)(F)C(F)F)OCC(Cl)=C(Cl)Cl,-1.2,0.8,-0.2,0.3
CCS(=O)CCSc1nc2ccccc2s1 (stereo not drawn),2.7,-7.6,0.0,0.4
COc1ccccc1NC(=O)CC(C)c1ccccc1 (stereo not drawn),2.9,-14.5,-0.1,-1.7
O=C(Nc1cccc(Br)c1)c1ccc(S(=O)(=O)N2CCc3ccccc3C2)cc1,12.6,-12.1,-0.1,1.4
FC(F)(F)c1cc(NCc2cccs2)n2ncnc2n1,3.4,6.2,0.3,2.4
Cc1cc(N)nc(Nc2nc3ccccc3n2C)n1,8.4,-4.4,0.2,1.4
CC(C)NS(=O)(=O)c1ccc2c(c1)OCC(=O)N2CC(=O)NCc1ccco1,10.8,2.4,-0.1,-0.8
Cc1ccc(N2CC(NC(=O)Nc3ccc(S(N)(=O)=O)cc3)CC2=O)cc1 (stereo not drawn),8.4,0.4,0.1,2.3
O=C(CCn1c(=O)oc2ccccc21)NCc1cccs1,8.1,7.3,0.1,0.3
Cc1cc2cc(CNC(=O)C3CCCCC3)ccc2n1C,17.4,0.8,0.8,-0.3
COc1cc2nc(N3CCN(Cc4ccc5c(c4)OCO5)CC3)nc(Nc3ccc4c(c3)OCO4)c2cc1OC,18.0,1.8,0.0,-1.2
COc1ccc(OCC(=O)Nc2ccc(Br)cn2)cc1,4.7,-20.2,0.9,2.0
CCCCN(C)Cc1cc(Cl)ccc1[N+](=O)[O-],13.8,2.5,0.4,-0.4
O=C(O)c1ccc(N2C(=O)/C(=C/c3ccc(Cl)cc3)C=C2c2ccccc2)cc1,-6.1,-9.6,0.0,-0.8

# (next part)
SMILES,MITF inh,TEAD-YAP block,FBW7 activator,GPR151 ag
CCCc1cc(C(=O)NCc2ccco2)no1,4.1,-24.0,-0.2,0.3
O=[N+]([O-])c1ccc(F)c(NS(=O)(=O)c2ccc(Br)cc2)c1,5.2,12.0,-0.1,0.6
CCCOc1ccc(C2C(=O)N(C3CCCCC3)CC(=O)N2Cc2ccco2)cc1OC (stereo not drawn),5.6,-3.5,0.0,1.2
CCn1cc(CN2CCOc3ccc(C(C)(O)CN(C)C)cc3C2)c(C)n1 (stereo not drawn),6.9,1.9,0.3,-1.6
O=C(CSc1ncnn1CC(=O)c1ccc(Br)cc1)c1ccc(Br)cc1,3.3,2.6,0.0,-1.6
O=C(Nc1cc(Oc2cccc(C(F)(F)F)c2)cc([N+](=O)[O-])c1)c1cc2nc(-c3ccc(Cl)cc3)cc(C(F)(F)F)n2n1,0.8,6.9,-0.1,-0.2
Cc1cccc(-c2cnc(C)nc2C2CCCN(C(=O)c3snnc3C)C2)c1 (stereo not drawn),-7.8,-7.0,-0.2,-0.4
O=c1/c(=C/c2ccc(F)cc2)sc2nc(-c3ccco3)nn12,-19.2,-7.6,-0.1,0.6
COc1ccc(-n2ccnc(SCC(=O)NCCC(C)C)c2=O)cc1Cl,3.3,4.5,-0.1,1.0
CCc1cccc(C)c1NC(=O)C(C)N1C(=O)c2ccccc2C1=O (stereo not drawn),11.9,-3.9,0.1,0.0
Cc1cccnc1NC(=S)NCc1ccco1,5.6,-28.3,-0.1,0.0
C=CCn1c(SCC(=O)Nc2ccc(Br)cc2)nc2sc(CC)cc2c1=O,-1.8,7.5,0.1,0.7
COc1ccc(/C(O)=C2/C(=O)C(=O)N(CCO)C2c2ccccc2F)cc1 (stereo not drawn),18.1,6.1,0.0,-0.2
Cc1ccc(Nc2ncnc3c2cnn3C)cc1C,4.1,0.1,-0.1,1.2
Cc1ccc(NS(=O)(=O)c2ccc(NS(=O)(=O)c3ccccc3)cc2)cc1Cl,-9.7,-5.5,-0.1,0.1
CCOC(=O)c1ccc(NC(=O)CCCOc2ccccc2C)cc1,-0.6,14.3,0.0,-1.0
COc1ccccc1-n1cc(C(=O)NCC(=O)Nc2cc(OC)c(OC)c(OC)c2)c2ccccc2c1=O,2.7,-11.0,-0.1,1.8
O=C1CCCC/C1=C\Nc1ccc(I)cc1,-2.5,-10.1,-0.3,0.8
Oc1cccc2ccc(Nc3ccc4cccc(O)c4n3)nc12,22.1,0.8,-1.1,-1.2
Cc1c(C(=O)Nc2cccc(N(C)S(C)(=O)=O)c2)cccc1[N+](=O)[O-],-3.3,5.9,-0.2,0.2
C=CCN=C1CC(C)(C)CC(=O)/C1=C(/O)CCC(=O)OC,8.9,8.9,0.0,-1.2
N#Cc1ccccc1OCC(O)CNCCNC(=O)Nc1ccccc1 (stereo not drawn),-7.9,·,0.1,1.2
CC(=O)Nc1c(C#N)c2nc3ccccc3nc2n1C1CCCCC1,5.0,18.3,0.5,-0.1

# Source: PubChem BioAssay (The Scripps Research Institute Molecular Screening Center)
